Fam108B inh: mouse Fam108B serine hydrolase inhibitors, primary screen, counter-screen for RBBP9 inhibitor project, biochemical, fluorescence polarization | recombinant Fam108B, FP-Rh probe fluorescence polarization | inhibition, % at 9.51 µM | 300,000 tested, 0.33% active;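 active = inhibition above the screen mean inhibition plus 3 SD, computed separately per campaign, cut at about 18% in these data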;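 also: inhibitors lower polarization as less probe binds the enzyme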
pPAFAH inh: pPAFAH enzyme inhibitors, primary screen, biochemical, fluorescence polarization, human; Platelet-activating factor acetylhydrolase (Homo sapiens), Q13093; recombinant pPAFAH, FP-rhodamine probe fluorescence polarization; inhibition, % at 3.39 µM; 330,000 tested, 1.5% active;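 active = inhibition above the mean inhibition across the screen plus 3 SD, cut at about 25% in these data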;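 also: inhibitors block binding of the rhodamine activity-based probe so polarization drops; 0% = enzyme with DMSO and 100% = wells lacking pPAFAH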
Target sequence (Q13093 whole entry, looked up): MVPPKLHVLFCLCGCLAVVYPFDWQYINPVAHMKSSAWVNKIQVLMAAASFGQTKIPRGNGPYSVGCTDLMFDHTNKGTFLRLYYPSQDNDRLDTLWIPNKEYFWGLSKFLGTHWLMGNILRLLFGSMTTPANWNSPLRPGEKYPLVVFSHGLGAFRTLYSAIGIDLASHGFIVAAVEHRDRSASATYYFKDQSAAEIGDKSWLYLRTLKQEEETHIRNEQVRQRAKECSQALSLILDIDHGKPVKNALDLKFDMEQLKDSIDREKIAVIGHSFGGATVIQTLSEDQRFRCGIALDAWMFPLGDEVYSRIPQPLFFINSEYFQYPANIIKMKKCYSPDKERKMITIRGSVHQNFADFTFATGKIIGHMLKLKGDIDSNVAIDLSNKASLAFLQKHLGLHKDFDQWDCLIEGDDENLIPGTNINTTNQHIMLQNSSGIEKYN
GSTO1 inh: inhibitors of recombinant GSTO1, primary screen, counter-screen for RBBP9 inhibitor project, biochemical, fluorescence polarization. 300,000 tested, 1.1% active. inhibition, % at 5.96 µM. activity-based probe fluorescence polarization. Glutathione S-transferase omega-1 (Homo sapiens), P78417;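 active = inhibition above the campaign mean inhibition plus 3 SD, cut at about 35% in these data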;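 also: 0% = GSTO1-1 with DMSO and 100% = wells lacking GSTO1-1 enzyme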
PME-1 primary: PME-1 inhibitors via competitive probe labeling, primary screen, biochemical, fluorescence polarization, FP-Rh probe, HTS | Protein phosphatase methylesterase 1 (Homo sapiens), Q9Y570 | 320,000 tested, 0.53% active | inhibition, % at 5.9 µM | recombinant PME-1;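 active = inhibition above the campaign mean of all compounds plus 3 SD, cut at about 26% in these data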;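 also: competitive labeling of PME-1 active site by serine hydrolase directed probe; 0% = PME-1 with DMSO and 100% = wells lacking PME-1 enzyme; inhibitors block probe labeling so polarization falls and inhibition rises; many of its hits are not listed in these tables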
LYPLA1 counter: LYPLA1 inhibitors, primary screen, counter-screen for PME1 inhibitor project, biochemical, fluorescence polarization, FP-Rh probe ABPP; Acyl-protein thioesterase 1 (Homo sapiens), O75608; AID 2174, 2009; recombinant LYPLA1; 320,000 tested, 0.16% active; inhibition, % at 5.9 µM;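 active = inhibition above the mean of all tested compounds plus 3 SD, set per campaign, cut at about 14% in these data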;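 also: inhibitors block serine hydrolase probe labeling of LYPLA1 so polarization falls; 0% = enzyme with DMSO and 100% = wells lacking LYPLA1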
Target sequence (O75608 whole entry, looked up): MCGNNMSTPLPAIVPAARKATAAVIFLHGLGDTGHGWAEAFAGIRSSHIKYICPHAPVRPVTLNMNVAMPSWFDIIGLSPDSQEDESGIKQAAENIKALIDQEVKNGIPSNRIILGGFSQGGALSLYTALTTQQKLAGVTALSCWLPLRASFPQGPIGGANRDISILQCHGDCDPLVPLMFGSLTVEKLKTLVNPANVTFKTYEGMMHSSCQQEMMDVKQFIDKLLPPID
PAD4 inh: human PAD4 inhibitors, primary screen, biochemical, fluorescence polarization, 1536-well format; Protein-arginine deiminase type-4 (Homo sapiens), Q9UM07; recombinant PAD4, RCA probe fluorescence polarization; inhibition, % at 6.36 µM; 330,000 tested, 0.41% active;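 active = percent inhibition above a cutoff equal to the mean of all tested compounds plus 3 SD, cut at about 15% in these data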;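 also: 0% = PAD4 with RCA probe and DMSO and 100% = probe without PAD4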
PAFAH1B3 inh: PAFAH1B3 enzyme inhibitors, primary screen, biochemical, fluorescence polarization, human; Platelet-activating factor acetylhydrolase IB subunit alpha1 (Homo sapiens), Q15102; recombinant PAFAH1B3, FP-rhodamine probe; inhibition, % at 3.39 µM; 340,000 tested, 0.28% active;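 active = inhibition above the screen-wide average of all tested compounds plus 3 SD, cut at about 25% in these data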;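 also: 0% = enzyme with DMSO only and 100% = wells lacking PAFAH1B3 protein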
PAFAH1B2 FP inh: PAFAH1B2 enzyme inhibitors, primary screen, biochemical, fluorescence polarization, human; inhibition, % at 3.39 µM; recombinant PAFAH1B2, FP-rhodamine activity probe; AID 492953, 2010; 340,000 tested, 1.2% active; Platelet-activating factor acetylhydrolase IB subunit alpha2 (Homo sapiens), P68402;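 active = inhibition above the mean of all tested compounds plus 3 SD, cut at about 24% in these data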;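 also: 0% = enzyme with DMSO and 100% = wells lacking PAFAH1B2; many of its hits are not listed in these tables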
Target sequence (P68402 whole entry, looked up): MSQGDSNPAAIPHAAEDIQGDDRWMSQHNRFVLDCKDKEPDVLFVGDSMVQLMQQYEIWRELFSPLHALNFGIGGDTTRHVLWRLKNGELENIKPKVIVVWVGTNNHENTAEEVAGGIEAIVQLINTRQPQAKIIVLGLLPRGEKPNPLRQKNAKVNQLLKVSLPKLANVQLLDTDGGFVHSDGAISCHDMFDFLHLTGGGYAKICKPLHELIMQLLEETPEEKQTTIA
PAFAH2 inh: PAFAH2 enzyme inhibitors, primary screen, biochemical, fluorescence polarization, human | Platelet-activating factor acetylhydrolase 2, cytoplasmic (Homo sapiens), Q99487 | recombinant PAFAH2, FP-rhodamine activity probe | inhibition, % at 3.39 µM | 340,000 tested, 0.99% active;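 active = inhibition above the mean over all tested compounds plus 3 SD, cut at about 30% in these data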;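 also: inhibitors block probe labeling of enzyme so polarization drops; 0% = enzyme with DMSO and 100% = wells lacking PAFAH2 protein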
* hit, by the source's call; x = not tested or not shown. The list is partial; count on the stated rates, not on these rows.

SMILES	Fam108B inh	pPAFAH inh	GSTO1 inh	PME-1 primary	LYPLA1 counter	PAD4 inh	PAFAH1B3 inh	PAFAH1B2 FP inh	PAFAH2 inh
Cc1ccccc1OCC(=O)Nc1ccccc1CO	3	9	7	1	1	-6	7	2	1
Fc1ccc(C2NCCn3cccc32)cc1 (centres undefined)	7	-1	2	-3	3	0	6	11	-8
COc1cc(N=C2C(=O)N3c4c(cccc42)C(C)=CC3(C)C)cc(OC)c1	5	14	-3	2	1	-9	2	-2	3
OCc1ccccc1OCCCN1CCC(Cc2ccccc2)CC1	0	2	1	-1	6	0	7	4	3
CCCCOc1ccc(S(=O)(=O)Nc2cccnc2)cc1	-4	2	-3	3	-2	-2	9	1	5
CCOC(=O)C1CCN(Cc2c(F)cccc2Cl)CC1	7	-3	-2	8	1	2	-2	1	7
C=CCn1c(C)cc(/C([O-])=C(/C(=S)Nc2ccc(OC(F)F)cc2)[n+]2ccc(N(C)C)cc2)c1C	4	0	0	-2	5	-1	-7	3	4
CCCc1[nH][nH]c(=O)c1C(c1ccccc1)C(C#N)C#N (centres undefined)	0	0	4	1	3	5	10	19	8
CN1C(=O)NC(c2ccccc2[N+](=O)[O-])C2=C1CCCC2=O (centres undefined)	68*	72*	71*	84*	73*	102*	58*	49*	67*
NC(=O)CC1C(=O)N(c2ccccc2)C(=S)N1NC(=O)c1ccc(Br)cc1 (centres undefined)	-2	3	1	-5	4	3	0	3	0
CCCCOC(=O)Nc1cc(OC)c(Cl)cc1OC	0	1	-1	4	1	0	5	2	0
CCCS(=O)(=O)N1CCn2c(nc3ccccc32)C1	-1	4	7	2	-3	-2	10	1	-2
CCOc1ccc(N2CC(C(=O)Nc3ccc4c(c3)OCO4)CC2=O)cc1 (centres undefined)	-2	1	5	1	-2	-1	2	4	3
CC(C)(C)OC(=O)C[C@@H]1C/C=C\C[C@H](CC(=O)N[C@@H](CO)Cc2ccccc2)C(=O)N[C@H](Cc2ccccc2)COC1=O	x	3	x	x	x	1	0	3	-5
COc1cccc(NC(=O)CSc2nnc(-c3cc(C)[nH]n3)n2N)c1	4	3	-2	2	-4	3	0	-1	2
Cc1ccc(CNC(=O)Nc2cccc(C)c2)cc1	-2	0	-13	-3	-3	-5	4	5	2
COC(=O)C1=C(C)N=C2SCCC(=O)N2C1c1cccs1 (centres undefined)	-1	-8	10	-10	0	2	6	0	0
CC(=O)Nc1ccccc1OCc1nnc(-c2ccc(Cl)cc2)o1	-1	3	-13	2	-7	-2	4	1	1
Cn1c(-c2ccc3c(c2)OCO3)cnc1NCc1ccccc1Cl	-2	3	13	11	-3	-3	1	-2	6
COCCCNC(=O)C[C@H]1C[C@H](C(=O)N2CCCCC2)[C@@]2(CCc3ccccc3)c3[nH]c4ccc(Cl)cc4c3CCN2C1=O	x	4	x	x	x	4	3	1	-6
CC(C)(C)NC(=S)N/N=C/c1cc(Br)c(O)c(Br)c1	11	34*	-4	7	5	1	8	17	6
COC(=O)C1=C(C(=O)OC)[C@@H]2N(Cc3ccccc3)c3ccccc3[C@@]23C[C@@H](CO)N(C(=O)NC2CCCC2)C3=N1	3	5	5	5	2	-1	10	6	1
CCCn1nc(C(=O)NNC(=O)CSC(C)C(=O)Nc2cc(C)on2)c2ccccc2c1=O (centres undefined)	1	-1	-1	1	0	-2	-1	-2	-3
Cc1ccc(S(=O)(=O)N(CC(=O)NN=C2CCN(C)CC2)c2ccc(F)cc2)cc1	0	0	-1	1	2	-1	x	x	x
Cc1c(CCC(=O)NCCCN2CCCC2=O)c(=O)oc2c(C)c(O)ccc12	-1	3	8	-2	2	-7	11	2	8
CC(=O)c1nn(-c2ccc(Br)cc2)cc1C(=O)c1ccco1	-1	3	0	-1	-1	2	7	3	-8
O=C(NCC(=O)N(c1ccccc1)C(C(=O)NC1CCCC1)c1ccncc1)c1cccs1 (centres undefined)	2	7	1	0	1	0	1	3	-8
Cc1ccc(C(=O)N2c3ccccc3OCC2C)cc1 (centres undefined)	0	5	-2	-2	-3	-1	7	2	5
Clc1ccc(-c2nnc3sc(Cc4cccs4)nn23)c(Cl)c1	-1	11	-10	-1	-8	-3	21	4	-3
Cc1nc(N2CCN(S(=O)(=O)c3ccccc3)CC2)c2cc(-c3ccccc3)sc2n1	-6	2	-4	-3	-3	5	3	1	-3
O=C(CN(C(=O)c1csnn1)c1ccc(Cl)cc1)NCCc1ccccc1	-1	3	0	2	0	-3	3	6	-1
CCN(C(=O)C(C)Cl)c1ccccc1 (centres undefined)	-3	-9	-9	-2	3	-7	4	5	4
Cc1cc(C)n(CC(O)COc2ccc(C(C)C)c(C)c2)n1 (centres undefined)	-1	6	4	3	-2	-1	6	4	1
CCC(C)NC(=O)Cn1nc(C(F)(F)F)c2c1CCCC2 (centres undefined)	-2	0	-1	6	0	0	-4	-2	-4
O=C1C2C3C=CC(CC3)C2C(=O)N1/N=C/c1c(O)ccc2ccccc12 (centres undefined)	0	-1	18	2	-1	-5	8	-3	-1
CCCCN(C(=O)c1cc2c(s1)CCCCC2)c1c(N)n(CCC)c(=O)[nH]c1=O	x	-1	x	5	1	2	1	-4	3
COC(/C=C/Nc1ccc(OC)cc1)=C(C#N)C#N	7	4	6	2	0	-5	-3	0	-5
CC1(C)CC(O)C(C)(C)N1O (centres undefined)	1	-6	-4	6	-2	1	4	4	0
CCN1CC(C)C(O)(c2ccccc2)CC1C (centres undefined)	0	5	-3	0	-2	1	2	1	-1
CC(=O)Nc1ccc(S(=O)(=O)NCCC(=O)OCC(=O)NNC(=O)c2ccccc2)cc1	0	3	9	1	-3	2	0	-3	-4
COc1ccc(NC(C)=O)cc1NC(=O)CN1CCN(S(=O)(=O)c2ccc(C(C)C)cc2)CC1	-4	-2	19	-1	2	-1	6	5	-2
Cc1csc2ncc(C(=O)Nc3ccon3)c(=O)n12	4	-1	-1	-3	0	-4	4	1	-4
O=C(CSCc1ccc(Cl)cc1)Nc1ccc(S(=O)(=O)N2CCCCCC2)cc1	-36	2	-6	-58	-29	-1	-3	7	-17
CC(=O)O[C@H]1CC[C@H]2[C@@H]3CCc4cc(O)ccc4[C@H]3CC[C@]12C	3	2	4	-6	2	1	3	-5	-4
C/C(=N/NC(=O)C1CCCC1)c1ccc(NC(=O)C(F)(F)F)cc1	4	9	0	5	5	-2	3	1	1

Three compounds out of the list above, ordered by their value in PAFAH1B2 FP inh, ascending.
structure,PAFAH1B2 FP inh
C/C(=N/NC(=O)C1CCCC1)c1ccc(NC(=O)C(F)(F)F)cc1,1
O=C(CN(C(=O)c1csnn1)c1ccc(Cl)cc1)NCCc1ccccc1,6
O=C(CSCc1ccc(Cl)cc1)Nc1ccc(S(=O)(=O)N2CCCCCC2)cc1,7

Next part
SMILES	Fam108B inh	pPAFAH inh	GSTO1 inh	PME-1 primary	LYPLA1 counter	PAD4 inh	PAFAH1B3 inh	PAFAH1B2 FP inh	PAFAH2 inh
O=C(CSc1n[nH]c(-c2cccs2)n1)N1CCCC1	x	-1	x	x	x	1	11	-1	-5
Cc1ccnc(N2CCC(C(=O)Nc3cccc(C(F)(F)F)c3)CC2)n1	-2	-1	3	-6	2	-4	3	0	-12
C=CCn1c(SCC(=O)N2CCCCC2)nnc1-c1ccncc1	1	8	-2	2	-1	0	2	1	-1
Cc1ccc2c(=O)n3c(nc2c1)C(Cc1ccccc1)NC(=O)c1ccc(Cl)cc1-3 (centres undefined)	x	2	x	-12	-6	1	x	x	x
O=C(CN1C(=O)NC2(CCCc3ccccc32)C1=O)NCc1cccs1 (centres undefined)	x	3	x	0	-4	0	0	-2	6
COc1ccc(NC(=O)c2ccc3ccccc3c2)cc1NS(=O)(=O)c1ccc(F)cc1	0	11	1	-2	-11	-2	7	4	-8
CCN(c1ccccc1)S(=O)(=O)c1cccc(C(=O)N(C)CCOc2ccccc2)c1	-2	4	3	2	1	-3	7	6	-3
CCNC(=S)NNC(=S)NCc1ccccc1	-2	1	-1	4	3	-4	6	3	-10
O=C1CCN(C(=O)Nc2ccccc2Cl)N1	-2	1	10	0	-6	-11	15	8	-2
CCC(CO)NC1=CC(=O)CCC1 (centres undefined)	-4	-4	9	-3	-2	1	6	2	-2
Fc1ccc(C(CCNCc2cccs2)c2ccco2)cc1 (centres undefined)	1	-3	-13	5	3	-5	-1	8	2
COc1cccc(-n2nnnc2SCC(=O)Nc2cccc(NC(C)=O)c2)c1	-7	-4	5	-9	-5	-2	1	-1	-3
Cc1noc(C)c1COc1ccccc1C(=O)N1CCN(S(=O)(=O)c2cccc([N+](=O)[O-])c2)CC1	x	1	x	9	5	-1	5	5	4
C#Cc1ccc([C@H]2C=C(C(=O)O)O[C@@H](OCCCCO)C2)cc1	-3	8	6	4	-3	-2	6	-3	5
CN(C(=O)c1cccc(NC(=O)C2CCN(C(=O)OC(C)(C)C)CC2)c1)C1CCCCC1	x	4	x	x	x	0	6	4	3
Cc1ccccc1N1CCN(C2CCCN(C(=O)c3cc[n+]([O-])cc3)C2)CC1 (centres undefined)	3	-1	-13	6	1	-2	12	3	-1
Cc1ccc(C(=O)NNC(=O)c2cccc(S(=O)(=O)N3CCOCC3)c2)cc1	x	-3	x	x	x	-5	7	1	0
CC1=NN(c2ccccc2)C(=O)/C1=C/C=C/c1ccccc1	7	2	16	16	-2	2	12	11	10
O=C(NCC(=O)N(c1ccc(Cl)cc1)C(C(=O)NC1CCCC1)c1cccnc1)c1ccco1 (centres undefined)	1	5	-9	-1	4	0	1	2	9
Cc1cccn2c(=O)c3cc(C(=O)NC4CCCC4)sc3nc12	1	1	-2	0	-4	-7	6	2	-1
COC(=O)[C@H](Cc1ccc(O)cc1)NC(=O)Cn1cnc(C(=O)Nc2ccc(C)c(C)c2)n1	x	5	x	x	x	2	1	-2	-4
CC1=NC2(CCCc3c2no[n+]3[O-])N(O)C1(C)C (centres undefined)	-1	3	-1	-2	0	-2	5	1	-5
O=C(NNC(=O)c1ccccc1Cl)c1ccccc1Cl	1	3	6	2	1	-1	5	5	0
CC(=O)c1ccc(OCCCC(=O)NCCc2ccccc2)cc1	-2	-2	2	-6	-2	-4	6	3	0
CCOC(=O)Cc1nn(Cc2ccc(Cl)cc2)c(=O)c2ccccc12	-4	-7	5	-6	2	-3	3	4	1
Cn1cccc1CNC1CCCCC1	-1	1	2	-1	1	0	2	0	-2
CCN1C(=O)[C@H]2[C@@H](c3ccc(-c4ccccc4)c(OC)c3)N[C@@](CC(C)C)(C(=O)OC)[C@H]2C1=O	x	3	x	x	x	4	1	4	14

Assay outcomes deposited in PubChem BioAssay by The Scripps Research Institute Molecular Screening Center.
